NCI-60 one-dose screen, 48 h, at 10 µM unless noted. Numbers give growth in % (100 = growth as untreated, 0 = no growth, -100 = all killed).
COLO 205 = COLO 205 colon cancer | 7.3% of 79,000 active
KM12 = KM12 colon cancer cells. 5% of 82,000 active
SW-620 = SW-620 colon cancer. 5.2% of 82,000 active. AID 1794795
SNB-19 = SNB-19 CNS cancer cells. 2.5% of 81,000 active. AID 1794751
HCT-15 = HCT-15 colon cancer; AID 1794746; 5.2% of 82,000 active
SNB-75 = SNB-75 CNS cancer | 5% of 79,000 active | AID 1794750
HCC-2998 = HCC-2998 colon cancer; 4.7% of 79,000 active; AID 1794799
HCT-116 = HCT-116 colon cancer; 7.3% of 82,000 active; AID 1794798
HT29 = HT29 colon cancer | 7.4% of 81,000 active
Starred values were filed as active, the others as inactive; . = not tested or not shown; & = joins results of further samples. The calls were made as follows: active = growth percent below 10; inactive = the rest.

item	Molecule	COLO 205	KM12	SW-620	SNB-19	HCT-15
1	COc1cc(-c2nc3ccc(C(=O)c4ccccc4)cc3[nH]2)ccc1OCC(=O)N=Nc1c(O)[nH]c2ccccc12	105	91	99	100	101
2	C[C@@H]1CN(Cc2ccc(/C=C/c3n[nH]c4ccc5nc(-c6cn[nH]c6C(F)(F)F)c6c(c5c34)CCCC6)cc2)C[C@H](C)O1	1.6*	20	-17*	57	7.3*
3	NC(=O)C1CCN(Cc2c[nH]c3ccccc23)CC1	104	93	94	93	104
4	CCS/C(Nc1ccccc1)=C(\C#N)c1nc2ccccc2s1	101	80	96	83	83
5	O=C(NCCCl)Nc1ccc2c(ccn2C(=O)c2cccc(F)c2)c1	104	103	96	95	73
6	O=[N+]([O-])c1cc(OCc2ccccc2)c(OCc2ccccc2)c(OCc2ccccc2)c1	115	103	105	97	96
7	COc1ccc(C2c3sc4ccc(C)cc4c3Oc3nc[nH]c(=O)c32)cc1 (centres undefined)	103	61	67	75	41
8	COc1cc2c(c(OC)c1OC)C(=O)CC(c1cccc(C(=O)Nc3ccc(Br)cc3)c1)O2 (centres undefined)	82	63	86	80	58
9	C#Cc1cc(OC)c(C(=O)Nc2ccc(F)cc2C(=O)Nc2cccc(S(=O)(=O)C(F)(F)F)c2)cn1	52	4.4*	5.8*	18	-8.5*
10	CCN(CCO)CCCNc1ccnc2cc(Cl)ccc12	91	100	92	110	97
11	CC(=O)Nc1ccccc1C(C)=O	114	106	107	97	123
12	Oc1ccc(CCn2c(O)c(/C=C3\C=Nc4ccccc43)sc2=S)cc1	111	44	53	71	45

item	SNB-75	HCC-2998	HCT-116	HT29
1	98	104	.	102
2	-4.9*	28	4.5*	7.2*
3	73	97	96	97
4	76	97	60	81
5	114	105	98	86
6	69	106	93	93
7	46	94	90	112
8	51	92	47	75
9	-80*	48	3.8*	-30*
10	88	89	96	90
11	94	105	104	114
12	89	90	42	107

Next section; it opens with the 2 that closed the last part.
item	Molecule	COLO 205	KM12	SW-620	SNB-19	HCT-15
11	CC(=O)Nc1ccccc1C(C)=O	114	106	107	97	123
12	Oc1ccc(CCn2c(O)c(/C=C3\C=Nc4ccccc43)sc2=S)cc1	111	44	53	71	45
13	O=C1NN(c2ccccc2)C(c2ccc(Cl)cc2)N2CCC[C@@H]12 (some centres undefined)	115	63	61	97	58
14	CCOC(=O)/C=C(/CSC(=S)OCC)OCC	113	105	97	102	102
15	COc1ccc(C(=O)Nc2ncc(Cc3ccc(Cl)cc3)s2)cc1	-2.9*	5.8*	26	24	8.7*
16	Cn1c(SCC(=O)NNc2ncnc3ccccc23)nc(-c2ccc(Cl)cc2)c(C#N)c1=O	109	105	103	96	107
17	COc1ccccc1NC(=O)c1sc2nc3c(cc2c1N)C(=O)CCC3	26	53	60	65	47
18	CC(=O)c1ccc(S(=O)(=O)NCCNc2nc(Nc3ccc(F)cc3)nc(N(C)C)n2)cc1	131	107	111	98	102
19	Cc1cnc2nc(-c3ccc(N(C)C)cc3)cn2c1	120	104	116	107	107
20	O=S(=O)(NC1c2ccccc2CC1O)c1ccccc1 (centres undefined)	108	101	103	104	102
21	O=c1oc2ccc(-c3ccc(F)cc3F)cc2c(=O)n1-c1ccc(F)cc1	83	-0.7*	10	13	5.3*
22	CCN1CN2C(=O)N3CN(CC)CN4C(=S)N(C1)C2C34 (centres undefined)	110	101	94	98	98
23	O=C1c2cccc3cccc(c23)C(=O)N1Nc1nc(NCCN2CCOCC2)nc(N2CCOCC2)n1	110	102	97	91	95
24	O=c1ccc(-c2ccccc2)nn1Cc1nnc(NC2CCCCC2)s1	115	73	90	76	60

item	SNB-75	HCC-2998	HCT-116	HT29
11	94	105	104	114
12	89	90	42	107
13	82	91	73	79
14	101	108	99	108
15	20	6.8*	3.6*	6.0*
16	103	112	93	118
17	57	75	76	.
18	115	110	110	114
19	133	111	97	112
20	79	104	98	112
21	-14*	7.5*	9.0*	60
22	93	108	100	96
23	73	109	92	109
24	82	101	90	105

An excerpt from above in order of count of non-hydrogen atoms, ascending:
item	Molecule	COLO 205	KM12	SW-620	SNB-19	HCT-15
3	NC(=O)C1CCN(Cc2c[nH]c3ccccc23)CC1	104	93	94	93	104
7	COc1ccc(C2c3sc4ccc(C)cc4c3Oc3nc[nH]c(=O)c32)cc1 (centres undefined)	103	61	67	75	41
23	O=C1c2cccc3cccc(c23)C(=O)N1Nc1nc(NCCN2CCOCC2)nc(N2CCOCC2)n1	110	102	97	91	95

item	SNB-75	HCC-2998	HCT-116	HT29
3	73	97	96	97
7	46	94	90	112
23	73	109	92	109

Record cards, from the list above. Order of screens: COLO 205, KM12, SW-620, SNB-19, HCT-15, SNB-75, HCC-2998, HCT-116, HT29
CCOC(=O)/C=C(/CSC(=S)OCC)OCC as listed: 113, 105, 97, 102, 102, 101, 108, 99, 108
O=C1NN(c2ccccc2)C(c2ccc(Cl)cc2)N2CCC[C@@H]12 (some centres undefined) as listed: 115, 63, 61, 97, 58, 82, 91, 73, 79
Cn1c(SCC(=O)NNc2ncnc3ccccc23)nc(-c2ccc(Cl)cc2)c(C#N)c1=O as listed: 109, 105, 103, 96, 107, 103, 112, 93, 118
O=c1oc2ccc(-c3ccc(F)cc3F)cc2c(=O)n1-c1ccc(F)cc1 as listed: 83, -0.7*, 10, 13, 5.3*, -14*, 7.5*, 9.0*, 60
CCN1CN2C(=O)N3CN(CC)CN4C(=S)N(C1)C2C34 (centres undefined) as listed: 110, 101, 94, 98, 98, 93, 108, 100, 96

Continuation:
item	Molecule	COLO 205	KM12	SW-620	SNB-19	HCT-15
25	COc1ccc(/C=C2/SC(=S)NC2=O)c(OC)c1OC	105	93	94	88	76
26	O=C1/C(=C/c2ccccc2)Oc2ccc(O)c(O)c21	121	106	40	38	36
27	CCc1c(C(=O)N[C@@H](C(=O)OCc2ccccc2)C(C)O)[nH]c2ccc(Cl)cc12 (some centres undefined)	49	77	54	84	79
28	CCOc1cc(NC(=O)Nc2ccc(Oc3ccnc(C(=O)NC)c3)cc2F)ccc1Cl	58	40	83	90	57
29	CCCCCCCCCCCC1=NC(CC)CO1 (centres undefined)	112	81	112	98	103
30	Cc1ccc(C(C)C)c(O)c1NC(=S)N/N=C\c1cc(Cl)ccc1O	107	41	46	55	26
31	Cc1ccc(CC(N)=O)cc1	109	102	104	97	102
32	O=C(CC1c2ccccc2NC(=O)N1Cc1ccccc1)c1c[nH]c2ccccc12 (centres undefined)	94	96	95	97	89
33	Cc1nc(N)nc(C)c1-c1ccc(C#N)cc1	113	101	99	97	103
34	O=C(Nc1ccccc1)OCC(CN1CCCCC1)OC(=O)Nc1ccccc1 (centres undefined)	98	101&93	97&104	93&91	99&85
35	CC1(c2cc3ccccc3oc2=O)NC(=O)c2c(/C=C/C(=O)OC3CC4CCC3(C)C4(C)C)cccc2N1 (centres undefined)	120	103	112	97	101
36	CN(C)S(=O)(=O)C(C)(C)c1ccccc1	157	117	99	119	98

item	SNB-75	HCC-2998	HCT-116	HT29
25	78	82	86	98
26	62	100	14	105
27	20	101	19	73
28	89	76	60	51
29	76	85	90	84
30	60	78	31	107
31	96	102	109	101
32	79	85	79	96
33	80	98	107	119
34	81&56	98&94	94&69	87&70
35	95	106	106	104
36	70	106	112	99

Further structures:
item	Molecule	COLO 205	KM12	SW-620	SNB-19	HCT-15
37	CN1CCN(c2nc(-c3csc(-c4ccccc4)n3)cc3ccccc23)CC1	-84*	19	-19*	66	-49*
38	Nc1c(C(=O)Nc2ccc(Br)cc2)sc2nc(-c3cnccn3)cc(-c3cccs3)c12	113	97	101	97	87
39	CCc1cccc(OC(=O)CCl)c1	103	109	102	108	108
40	COC1OC2COC(c3ccccc3)OC2C(N)C1O (centres undefined)	103	.	106	101	98
41	CO/N=C/c1ccc[n+](C)c1	99	108	106	96	99
42	C[n+]1ccc(CCc2c[nH]c3ccccc23)cc1	97	71	100	102	100
43	C=C(C)[C@@H]1CC[C@]2(C(=O)O)CC[C@]3(C)[C@H](CC[C@@H]4[C@@]5(C)Cc6cc(C)oc6C(C)(C)[C@@H]5CC[C@]43C)[C@@H]12	90	52	58	76	43
44	OCC(CO)c1cnnc2ccccc12	102	94	101	87	118
45	Cn1c(=O)c2[nH]c(CCCc3nc4c([nH]3)c(=O)n(C)c(=O)n4C)nc2n(C)c1=O	111	118	112	101	115
46	Cc1ccc(-c2c3c(nc4ncn5ncnc5c24)C(C)CCC3)cc1 (centres undefined)	128	110	102	95	105
47	C=CC(=O)Nc1ccc(C(=O)/C=C/c2ccc(N(C)CCF)cc2)c(O)c1	-69*	-83*	6.0*	-16*	-52*
48	C/C(=N\NC(=O)CSc1nc2ccccc2c(=O)n1CCc1ccc(S(N)(=O)=O)cc1)c1cccc(Cl)c1	93	82	98	87	88

item	SNB-75	HCC-2998	HCT-116	HT29
37	71	-85*	2.3*	-52*
38	97	130	100	113
39	90	115	99	114
40	85	110	92	100
41	101	109	99	102
42	75	93	97	89
43	75	66	27	59
44	111	96	103	96
45	105	112	108	109
46	94	126	100	117
47	-8.4*	-78*	-66*	-61*
48	83	95	13	84

Next compounds
item	Molecule	COLO 205	KM12	SW-620	SNB-19	HCT-15
49	COc1ccccc1/C=C/C(=O)c1nnn(-c2ccc(C(=O)O)cc2)c1C	110	94	102	88	72
50	Cc1cccc(C(=O)NNC(=O)c2ccccc2)c1	113	108	.	110	115
51	O=C(C1=C(O)C(=O)N(Cc2cccnc2)C1c1cccnc1)c1cccs1 (centres undefined)	118	103	98	112	113
52	O=C(CSc1ncc(-c2ccccc2)n1-c1ccccc1)Nc1ccc(-c2nc3ccccc3s2)cc1	103	51	64	90	69
53	CSc1nn(CCC#N)c(=O)[nH]c1=O	112	113	112	109	104
54	COc1ccc(-c2nc3sccn3c2-c2ccnc(NCCNS(=O)(=O)c3ccc(F)cc3)n2)cc1	70	20	124	87	83
55	CCOC(=O)c1cc(C#N)n2ncc3ccccc3c12	118	102	98	92	94
56	CC(=O)c1ccc(NC(=O)CSc2nc3ccccc3c(=O)n2CCc2ccc(S(N)(=O)=O)cc2)cc1	116	98	104	101	97
57	Nc1nc(N)c(N)c(=O)[nH]1	114	109	99	99	111
58	FC(F)(F)c1ccc(Cn2cc(CSc3nc4ccccc4o3)nn2)cc1	109	91	98	93	99
59	CCN(CC)CCOC(=O)c1ccc(N)cc1O	106	102	109	108	103

item	SNB-75	HCC-2998	HCT-116	HT29
49	89	102	68	106
50	109	107	99	110
51	93	112	102	108
52	103	.	42	38
53	81	106	105	98
54	.	.	61	69
55	73	104	91	98
56	100	108	87	103
57	100	98	101	107
58	95	102	92	98
59	92	104	107	105
